# Peg3 promoter – Peg3 promoter-driven luciferase inhibitors, primary screen, cell-based, HeLa, luciferase luminescence; inhibition, % at 20 µM; HeLa PEG-Prom luciferase reporter, overnight; AID 588405, 2011; actives 1.7% (n = 360,000);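 active = inhibition of at least 50% at 20 µM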
# iPSC survival up – enhancers of single-cell hiPSC survival, primary screen, ATPlite luminescence; 100% = ROCK inhibitor wells, 0% = DMSO; survival enhancement, % at 20 µM; actives 0.044% (n = 360,000); in the data active = survival enhancement above about 18%;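 note: cells exposed to compounds for 16 hours before the ATP read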
# TRPM1 prom inh – inhibitors of MITF-dependent TRPM1 promoter reporter, primary screen, cell-based, SK-MEL-5, single point, luciferase; SK-MEL-5 TRPM1 promoter luciferase, 24 h; inhibition, % at 12.5 µM; actives 0.83% (n = 330,000);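 active = mean inhibition across replicates of 60% or more, whatever share of single replicates reaches that level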; note: values of inactives mirror those of a sister screen read the other way
# NR2E3 ag-1 – NR2E3 agonists in two-hybrid cells, primary screen, cell-based, luminescence, CHO-S, Gal4-NCOR/VP16-NR2E3 | actives 0.35% (n = 360,000) | Photoreceptor-specific nuclear receptor (Homo sapiens), Q9Y5X4 | AID 602229, 2012 | luciferase | inhibition of corepressor binding, % at 3.98 µM;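 active = inhibition above the mean of all tested compounds plus 3 SD, cut at about 70% in these data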;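 note: 0% = DMSO with NR2E3 transfected cells and 100% = cells lacking NR2E3 construct; higher means lower luciferase signal from less NR2E3 corepressor binding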
# Target sequence (Q9Y5X4 whole entry, looked up, the tested form may be a part): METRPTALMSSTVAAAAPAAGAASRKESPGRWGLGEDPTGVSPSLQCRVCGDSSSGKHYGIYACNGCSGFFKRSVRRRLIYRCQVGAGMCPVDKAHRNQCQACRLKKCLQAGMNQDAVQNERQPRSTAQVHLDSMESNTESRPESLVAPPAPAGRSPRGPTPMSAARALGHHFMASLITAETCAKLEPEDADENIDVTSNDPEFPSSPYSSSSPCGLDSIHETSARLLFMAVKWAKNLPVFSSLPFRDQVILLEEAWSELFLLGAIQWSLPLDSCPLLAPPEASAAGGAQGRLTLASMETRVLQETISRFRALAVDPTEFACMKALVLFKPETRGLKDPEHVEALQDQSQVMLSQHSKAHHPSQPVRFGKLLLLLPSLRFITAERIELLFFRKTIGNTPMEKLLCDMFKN
# Shn3 inh set2 – reduction of Shn3 3'UTR firefly luciferase signal, primary screen, Schnurri-3 inhibitor project, cell-based, Clone20 osteoblasts, set 2 | inhibition, % at 12.5 µM | actives 0.52% (n = 360,000) | Clone20 osteoblast Shn3 3'UTR firefly luciferase, 24 h;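 active = mean inhibition of at least 75% with every replicate also reaching 75%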;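 note: 0% = median of neutral control wells and 100% = pilot-screen positive control compound; some compounds past the cut are filed as inactive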
# NR2E3 ag-2 – inhibitors of NR2E3-RetCOR corepressor binding, primary screen, NR2E3 agonist project, biochemical, TR-FRET, GST-NR2E3, biotin-RetCOR; 1536-well; inhibition of corepressor binding, % at 4.78 µM; actives 0.12% (n = 320,000); AID 2300, 2010;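 active = percent inhibition above the cutoff of mean plus 3 SD of all tested compounds, set per screening campaign, cut at about 20% in these data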;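 note: 0% = DMSO wells and 100% = biotin wells as full block of FRET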
#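 Material: NR2E3–RetCOR corepressor complex | Quantity: 1.35 nM GST-tagged NR2E3 final | Schedule: 5 h at 4 °C | Replication: Singlicate compound wells | Reagent: RetCOR corepressor, biotinylated, 7 nM | Controls: Biotin wells as high control, 0.6% DMSO wells as low control | Signal: TR-FRET, Eu(K)-anti-GST donor, streptavidin-D2 acceptor, ex 340, em 617/671 nm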
# PDI turbidity – inhibitors of human PDI, primary screen, biochemical, turbidity, single point, plate reader; Protein disulfide-isomerase (Homo sapiens), P07237; PDI insulin aggregation turbidity, A650, 90 min; actives 0.052% (n = 350,000); AID 588391, 2011; inhibition, % at 10 µM;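 active = mean inhibition across replicates of 30% or more, whatever share of single replicates reach that level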;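 note: absorbance from insulin aggregation driven by PDI reduction with DTT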
# Target sequence (P07237 whole entry, looked up): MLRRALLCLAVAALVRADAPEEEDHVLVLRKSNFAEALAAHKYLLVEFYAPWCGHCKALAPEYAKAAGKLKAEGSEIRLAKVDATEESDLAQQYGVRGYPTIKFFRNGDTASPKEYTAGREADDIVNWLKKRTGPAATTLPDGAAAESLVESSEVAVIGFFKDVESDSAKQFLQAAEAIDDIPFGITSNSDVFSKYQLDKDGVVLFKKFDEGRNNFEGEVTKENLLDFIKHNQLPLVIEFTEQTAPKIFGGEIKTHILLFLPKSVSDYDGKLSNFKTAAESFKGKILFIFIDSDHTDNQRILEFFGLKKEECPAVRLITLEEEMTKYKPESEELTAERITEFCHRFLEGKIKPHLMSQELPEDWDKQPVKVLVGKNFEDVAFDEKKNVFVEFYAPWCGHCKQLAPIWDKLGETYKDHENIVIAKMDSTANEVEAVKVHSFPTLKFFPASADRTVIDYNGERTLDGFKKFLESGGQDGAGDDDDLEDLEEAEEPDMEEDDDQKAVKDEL
# H9c2 protect – cardioprotection against H2O2-induced cell death, primary screen, uHTS, H9c2 cells, ATPLite luminescence | H9c2 cardiomyocytes, H2O2 injury protection, 2 h | protection from H2O2 cell death, % at 20 µM | actives 0.63% (n = 360,000) | AID 588492, 2011;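 active = compounds giving at least 50% protection of heart cells from peroxide-induced death in the single-dose screen, raw or plate-pattern-corrected value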;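 note: 0% = DMSO wells with peroxide and 100% = DMSO wells without peroxide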
# HIF-2a block – HIF-2a reporter inhibitors, primary screen, luminescence, 786-0 RCC cells. 786-0 RCC cells HIF-2a reporter, luciferase luminescence, overnight. inhibition, % at 18.8 µM. actives 0.72% (n = 360,000). AID 624352, 2012;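 active = inhibition of the luminescence signal of 40% or more relative to plate controls, in a single-dose primary screen at 18.75 µM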
# CaV13 ICDI inh – Primary screen for inhibitors of IQ motif and Ca2+-dependent inactivation inhibitor domain binding in CACNA1D, Förster resonance energy transfer in living cells, …. HEK cells, CFP/YFP FRET ICDI-IQ, plate reader, 10 min; percent FRET-ratio fall versus neutral wells. inhibition, % at 12.3 µM. actives 0.098% (n = 340,000). AID 743397;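 active = mean replicate inhibition of at least 30% and at least 1% of replicates passing that level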;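 note: 0% = median of the neutral control wells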
# m5-HT2A agonist – mouse Htr2a agonists via beta-arrestin recruitment, primary screen, cell-based, luminescence; actives 0.66% (n = 360,000); CHO-K1 mHTR2A beta-arrestin complementation; percent of 30 µM serotonin response; activation, % at 7.6 µM; 5-hydroxytryptamine receptor 2A (Mus musculus), P35363;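 active = activation above a run cutoff, the mean activation of all tested compounds plus 3 SD, cut at about 14% in these data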;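 note: 0% = plate median of compound wells and 100% = 30 µM serotonin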
# * hit, by the source's call; · = no result given.
# Start of the listing, in advance (two entries):
SMILES,Peg3 promoter,iPSC survival up,TRPM1 prom inh,NR2E3 ag-1,Shn3 inh set2,NR2E3 ag-2,PDI turbidity,H9c2 protect,HIF-2a block,CaV13 ICDI inh,m5-HT2A agonist
COc1cc(SC)ccc1C(=O)Nc1ncc(C)s1,77*,-2.5,65*,-48,41,3,4,-27,49*,-6,0
COCCCn1c(=O)c2sccc2n(Cc2ccccc2)c1=O,7,0.4,-7,6,-10,0,-1,2,20,-20,7

# This part in full (from the top)
SMILES,Peg3 promoter,iPSC survival up,TRPM1 prom inh,NR2E3 ag-1,Shn3 inh set2,NR2E3 ag-2,PDI turbidity,H9c2 protect,HIF-2a block,CaV13 ICDI inh,m5-HT2A agonist
COc1cc(SC)ccc1C(=O)Nc1ncc(C)s1,77*,-2.5,65*,-48,41,3,4,-27,49*,-6,0
COCCCn1c(=O)c2sccc2n(Cc2ccccc2)c1=O,7,0.4,-7,6,-10,0,-1,2,20,-20,7
COc1ccccc1C1=NOC(Cn2c(=O)c3c(ncn3C)n(C)c2=O)C1 (stereo unspecified),-23,5.4,1,0,-14,1,-7,-6,-31,·,-5
Cc1ccc(C)c(NC(=O)c2ccccc2NS(=O)(=O)c2cc([N+](=O)[O-])ccc2C)c1,22,3.0,27,85*,60,1,8,-23,2,-4,5
CC1(C)C(=O)CCC2(C)C1=CCC1C2C(=O)CC2(C)C1CCC2(O)C(=O)CO (stereo unspecified),17,-1.4,8,6,20,·,6,-4,8,-6,5
CCN(CC)C(=O)c1cccc(-c2csc(C(O)c3ccc(F)cc3)n2)c1 (stereo unspecified),13,-2.2,·,25,59,·,-6,-11,6,-5,-3
Cc1nc(SCc2ccc(OCCC(C)C)cc2)n[nH]1,-172,-0.8,-14,-58,-47,-1,-15,-11,-186,12,2
COC(=O)C(CCC(C(=O)OC)N1C(=O)c2ccccc2C1=O)N1C(=O)c2ccccc2C1=O (stereo unspecified),-6,0.2,14,20,8,·,-7,-4,3,-5,-2
Cc1ccc(NC(=O)CNc2ccccc2N2CCCC2=O)cc1S(=O)(=O)N1CCOCC1,13,0.3,-6,14,-14,·,-3,6,7,-5,0
CC(C)CC(=O)Nc1ccc(C(=O)COC(=O)C2CC(=O)N(Cc3ccccc3)C2)cc1 (stereo unspecified),5,1.5,4,16,-11,-2,-10,4,8,-6,3
CCOc1ccc(S(=O)(=O)N2CCCCC2)cc1NC(=O)CCNC(=O)c1ccco1,1,1.0,7,-21,-8,·,-4,-4,11,-6,-4
COc1ccc2oc(C(=O)OCC(=O)N3CCN(S(=O)(=O)c4ccc(C)cc4)CC3)c(C)c2c1,4,1.3,-13,70*,4,3,-1,-6,9,·,0
Cc1ccc(C)c(NCC(O)c2ccccc2)c1 (stereo unspecified),-6,1.3,-1,-12,-4,-3,1,-3,-7,7,-3
CCNC(=S)Nc1ccc(OC(F)(F)F)cc1,0,0.2,5,1,7,3,-5,-4,-19,-9,-2
O=C(CSC1=NS(=O)(=O)c2cc(Cl)ccc2N1)Nc1ccccc1C(F)(F)F,-1,0.1,-10,1,1,0,1,1,-1,-2,8
Nc1ncnc2c1ncn2[C@@H]1O[C@H](CNCc2cccn2-c2nccs2)[C@@H](O)[C@H]1O,1,-0.1,-3,-7,-1,·,-5,8,-1,·,11
CCC(C)[C@H]1CNC(=O)C(=O)N1CC(C)(C)C (stereo partly specified),·,2.5,·,11,·,·,·,·,1,-10,4
CC(C)c1ccc(NC(=O)Nc2nc(C(N)CCc3ccccc3)cs2)cc1 (stereo unspecified),98*,-3.8,·,-20,97*,·,7,-12,23,-5,11
CCCCNC(=O)C1CC(=O)N(CCC(C)C)C1 (stereo unspecified),10,-0.9,7,-25,-8,1,-6,-6,5,·,2
N#C/C(=C\c1cccc(Oc2ccc(C(F)(F)F)cc2[N+](=O)[O-])c1)c1nc2ccccc2[nH]1,36,4.8,4,-42,-18,2,0,-20,-19,·,-2
COc1ccc(C)cc1NC(=O)NC(C)c1ccncc1 (stereo unspecified),3,-1.9,-27,-13,2,1,7,-2,20,-6,-1
CCOC(=O)C(C)n1cnc2c(cnn2-c2ccc(Cl)cc2)c1=O (stereo unspecified),-203,2.6,-9,-10,-1,2,-6,5,-162,·,1
CCOC(=O)c1sc(NS(=O)(=O)c2ccccc2)nc1C,11,2.7,0,-11,1,3,-6,2,4,-7,-3
Cn1c(C(=O)N2CCN(C(=O)c3ccco3)CC2)cc2c(=O)n3ccccc3nc21,-1,3.2,12,-11,0,7,0,20,12,-5,-2
CCCC(=O)N(c1ccc(OC)cc1)C1C=CS(=O)(=O)C1 (stereo unspecified),-3,2.2,7,7,12,2,7,1,5,·,-2
CN(CC(=O)Nc1cccc(F)c1)C(=O)COc1ccc2c(c1)CCC2,-18,2.5,0,-19,18,·,-1,-6,-20,-5,-8
COc1ccc(C2/C=C\CN(S(=O)(=O)/C=C/c3ccccc3)CC(=O)N2Cc2ccc(F)cc2)cc1 (stereo unspecified),3,0.4,-1,19,-8,-1,4,-6,-11,-11,0
Cc1nn(Cc2ccccc2)c(C)c1CCC(=O)O,-14,-3.2,-8,-21,-33,-4,-7,2,-20,-3,2
COc1ccc(-n2c(=S)[nH]c3cc(C(=O)N4CCN(c5ccccc5)CC4)ccc3c2=O)cc1,10,-0.6,-2,-13,-1,0,-6,2,6,-4,-5
O=C(Nc1ccc(Cl)cc1)c1nc[nH]c1C(=O)NCCCCNC(=O)c1[nH]cnc1C(=O)Nc1ccc(Cl)cc1,80*,2.1,18,-2,11,·,-9,20,-12,-11,9
COc1cc2sc3ccc(C#Cc4ccc(N)cc4)cc3c(=O)c2cc1OC,11,-0.5,-8,-5,-23,2,-1,9,-29,-4,3
Cc1c(C(=O)Nc2nc3ccccc3[nH]2)oc2ccc(Br)cc12,-259,-1.2,-44,-86,-90,-2,-2,12,-268,-3,4
COc1ccc(N(C)S(=O)(=O)c2cccc(C(=O)NCC3CCCO3)c2)cc1 (stereo unspecified),5,-1.8,3,-8,1,3,3,-3,17,·,1
CCOc1ccc(CCNC(=O)COC(=O)c2cc(OC)cc(OC)c2)cc1OCC,12,-0.5,-3,-44,3,0,-3,2,16,-4,3
Cc1ccc(NC(=S)NNC(=O)c2ccco2)cc1,-110,5.9,-13,-35,-41,1,-5,-6,-103,-4,0
Cc1cc(O)cc2c(=O)c3ccccc3sc12,-180,-1.5,-13,-89,-26,1,2,-8,-156,-6,-7
COc1cccc(CC(=S)N2CCOCC2)c1,-19,-0.5,-13,-9,11,-2,-3,-8,1,-5,-2
COc1cc(/C=C/C(=O)OCC(=O)NC(=O)NC2CCCCC2)ccc1OC(F)F,19,0.0,8,-37,21,0,-3,-3,13,·,-3
CN(C)c1ccc(C(O)P(=O)(OCc2ccccc2)c2ccc(N(C)C)cc2)cc1 (stereo unspecified),18,-0.3,·,-9,·,-1,1,4,17,-4,-6
Cc1cc[n+](-c2nc([O-])sc2/C=N/Nc2ccc([N+](=O)[O-])cc2)cc1,16,-2.1,0,-11,-14,3,-1,0,-2,-9,-1
O=C(CCCCCN1C(=O)[C@@H]2Cc3ccccc3CN2C1=O)NCCc1ccccc1,-29,-0.1,-2,-22,-2,4,-11,-4,-42,-3,2
CCCCN(C)C(=O)c1ccc(Nc2nc(C(N)COCc3ccccc3)cs2)nc1 (stereo unspecified),3,0.8,·,-1,28,·,-1,-2,9,-6,1
Cc1nc2ccc(C(=O)Nc3cccc([N+](=O)[O-])c3)cc2s1,-92,4.6,4,-164,8,-1,0,-2,-228,-7,2
Cc1ccc(/C=C/C(=O)Nc2cc(=O)n(C)c(=O)n2C)o1,-57,-2.5,-28,0,9,-1,-2,10,-17,-2,5
Clc1ccc(-c2ccc(/C=N/Nc3cc(N4CCOCC4)nc(N4CCOCC4)n3)o2)cc1,3,4.2,-5,-8,-8,0,-9,1,-26,-6,-1
COc1cc(C(=O)N/C(=C\c2cn(C)c3ccccc23)C(=O)NCCN2CCOCC2)cc(OC)c1OC,-3,-0.5,-2,3,-11,-3,-4,2,5,-17,-5
O=C(O)c1ccc(CSc2nnnn2C2CCCCC2)cc1,2,-1.2,2,-3,7,1,2,-2,9,-5,-3
O=[N+]([O-])/C(C=Nc1ccccc1O)=C\Nc1ccccc1O,-13,-0.4,10,-19,34,·,2,-12,-9,-7,-2
O=C(Cc1cccs1)NCCc1cn2ccccc2n1,-1,1.0,·,-25,-2,2,·,8,0,-7,-2
COc1ccc(-c2nn(-c3ccccc3)cc2C(=O)N2CCN(S(=O)(=O)c3cccc(F)c3)CC2)cc1,16,0.6,-10,-31,8,-1,-3,5,9,-7,-3
C=CCOc1c(Cl)cc(CNn2cn[nH]c2=S)cc1OC,3,-0.3,-4,-7,18,3,-1,6,0,-4,1
Cc1nn(C(=O)c2ccco2)c(C)c1Sc1ccc([N+](=O)[O-])cc1,2,-0.9,12,5,8,-1,5,2,14,-1,0
CC(C(=O)N1CC2(C)CC1CC(C)(C)C2)N1C(=O)c2ccccc2C1=O (stereo unspecified),0,9.6,0,-5,4,0,12,-2,13,·,-3
COc1ccc(-c2ccc3c(c2)C2CC3CCN2CCC#N)cc1 (stereo unspecified),5,-0.9,0,-25,15,·,-3,-10,2,-17,-7
C=CCN1C(=O)c2ccc(C(=O)N(C)CC(=O)Nc3cccc(F)c3)cc2C1=O,8,-0.1,-8,9,4,1,1,3,15,-6,1
COc1cc(NC(=O)c2ccc(Br)o2)c(C(=O)O)cc1OC,18,6.8,9,-5,-7,0,10,-5,6,-4,-1
O=C(NNC(=O)c1ccco1)c1ccco1,5,-0.9,·,-14,-4,·,3,12,-6,-12,0
CCOc1ccc(NC(=O)c2cccc3c2C(=O)N(CCOC)C3)cc1,-90,0.5,-73,-18,-21,1,-5,-3,-120,-6,-5
CCOCCCNCc1ccc(Cl)cc1,-26,1.5,-18,1,-71,-1,-3,2,9,-4,6
O=C(/C=C/c1ccco1)N(Cc1cccc(Cl)c1)C1CCS(=O)(=O)C1 (stereo unspecified),19,0.2,4,-2,1,-1,0,4,14,-5,-1
